DNMT1 inh = DNMT1 (human) enzyme inhibition | P26358 | DNMT1 molecular beacon, Hinp1I cleavage, fluorescence | inhibition (reported as % activation of signal), % at 10 µM | hit rate 0.83% among 360,000 | AID 588458; in the data active = inhibition above about 50%
SUMO1-SIM PPI = modulators of human SUMO1-mediated protein-protein interactions; SUMO1 binding to a labelled peptide, TR-FRET, 1 h; inhibition, % at 20 µM; hit rate 0.33% among 360,000; AID 602429; in the data active = inhibition above about 37%
Target sequence (P63165 whole entry, looked up): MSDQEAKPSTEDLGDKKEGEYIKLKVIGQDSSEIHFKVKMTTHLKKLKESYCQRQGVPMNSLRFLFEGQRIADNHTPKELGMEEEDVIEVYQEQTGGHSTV
CSN inh = inhibitors of human CSN-mediated cullin deneddylation; Q92905; Purified CSN, SCF-Nedd8-OG deneddylation, fluorescence polarization; inhibition, % at 12.5 µM; hit rate 0.38% among 360,000;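 active = pattern-corrected inhibition above about 35%, with an unprinted fluorescence ratio check between 0.5 and 1.5, limit read from the data, passing the limit was not always enough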;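 also: 0% = enzyme with substrate and 100% = substrate without enzyme; some results filed as inactive read as strong as hits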
Target sequence (Q92905 whole entry, looked up, one chain of several): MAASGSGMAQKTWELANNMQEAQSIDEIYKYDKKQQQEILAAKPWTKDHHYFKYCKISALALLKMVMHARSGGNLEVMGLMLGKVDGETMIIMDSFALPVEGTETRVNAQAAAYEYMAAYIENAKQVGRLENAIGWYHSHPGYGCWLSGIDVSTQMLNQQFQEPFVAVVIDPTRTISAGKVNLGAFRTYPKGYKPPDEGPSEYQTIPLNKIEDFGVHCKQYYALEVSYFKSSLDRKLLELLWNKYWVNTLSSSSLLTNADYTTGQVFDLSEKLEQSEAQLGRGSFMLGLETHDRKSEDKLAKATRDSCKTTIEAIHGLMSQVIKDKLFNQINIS
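Detection – fluorescence polarization · System – HEK293T-derived human Csn5 enzyme · Controls – substrate-only high control, full reaction low control · Timing – 90 min, room temperature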
Rpn11 block = blocks the human proteasome subunit Rpn11; calls only at 20 µM; hit rate 0.59% among 360,000; human 26S proteasome, Ub4-pepOG fluorescence polarization; 20S core pre-blocked with epoxomicin; AID 588493;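 active = inhibition at 20 µM, scaled to each plate's controls, above about 33%, limit read from the data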
Tb MetRS inh = blocks T. brucei methionyl-tRNA synthetase activity | purified T. brucei MetRS, ATP depletion, Kinase-Glo luminescence | inhibition, % at 11.9 µM | hit rate 0.4% among 360,000;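 active = inhibition above a per-plate cutoff of the control wells' mean inhibition plus 3 SD, cut at about 5.5% in these data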;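 also: 0% = DMSO wells median and 100% = median of wells with control inhibitor compound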
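Assay system: T. brucei methionyl-tRNA synthetase, purified | Medium: HEPES buffer with MgCl2, KCl, DTT, spermine, BSA, pyrophosphatase | Compound: 11.9 µM single point | Incubation: 15 min enzyme-compound preincubation, 2 h reaction, 10 min detection, 25 °C | Measured by: Kinase-Glo luciferase luminescence reporting remaining unconsumed ATP | Measure: % inhibition normalized to control-well medians | Replication: Singlicate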
MsrA inh = inhibits bovine methionine sulfoxide reductase A; hit rate 0.75% among 360,000; purified bovine MsrA, absorbance read-out; inhibition, % at 15.5 µM; in the data active = inhibition above about 4.5%;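 also: 0% = vehicle wells with enzyme and 100% = reference inhibitor wells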
LMPTP inh = blocks human LMPTP phosphatase | P24666 | recombinant LMPTP-A, OMFP fluorogenic substrate, fluorescence intensity | inhibition, % at 20 µM | hit rate 0.22% among 360,000;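 active = compounds that cut the enzyme signal by at least half of the control window in the single-dose screen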;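 also: plate controls were DMSO wells with enzyme plus substrate for no effect and substrate without enzyme for full effect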
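Test system – LMPTP-A phosphatase enzyme · Quantity – 0.625 nM LMPTP-A final · Reagent – OMFP substrate, 400 µM final · Dosing – one test concentration per compound, 20 µM, with 3% DMSO overall · Timing – 50 min enzyme reaction at room temperature, protected from light · Detection – fluorescence intensity · Controls – substrate-only low control, DMSO enzyme-plus-substrate high control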
NadD block = inhibitors of Staphylococcus aureus NadD; hit rate 0.78% among 360,000; inhibition, % at 20 µM; purified NadD enzyme, colorimetric absorbance read-out; in the data active = inhibition above about 26%; also: some compounds past the cut are filed as inactive
Scp1 inh = blocks human Scp-1 phosphatase activity; Q9GZU7; Recombinant Scp1, phosphopeptide, malachite green phosphate absorbance; inhibition, % at 20 µM; hit rate 0.88% among 340,000; AID 493091;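 active = inhibition above about 50% at 20 µM, limit read from the data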;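 also: plate controls were DMSO wells with enzyme for no effect and wells lacking enzyme for full effect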
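Test system: SCP-1 phosphatase catalytic domain, residues 76-261 | Compound dosing: One concentration, 20 µM, with 1.0% DMSO | Schedule: 45 min room-temperature reaction, 5 min colour, 30 min stabiliser | Detection: Absorbance at 630 nm | Read-out basis: % inhibition of SCP-1 phosphate liberation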
STEP block = blocks human striatal-enriched tyrosine phosphatase; recombinant STEP, OMFP fluorogenic substrate, fluorescence; inhibition, % at 20 µM; hit rate 0.25% among 360,000; AID 588621;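 active = inhibition at 20 µM, scaled per plate between control wells, above about 37%, limit read from the data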;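 also: 0% = DMSO with enzyme and substrate and 100% = substrate only without enzyme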
Target sequence (P54829 whole entry, looked up): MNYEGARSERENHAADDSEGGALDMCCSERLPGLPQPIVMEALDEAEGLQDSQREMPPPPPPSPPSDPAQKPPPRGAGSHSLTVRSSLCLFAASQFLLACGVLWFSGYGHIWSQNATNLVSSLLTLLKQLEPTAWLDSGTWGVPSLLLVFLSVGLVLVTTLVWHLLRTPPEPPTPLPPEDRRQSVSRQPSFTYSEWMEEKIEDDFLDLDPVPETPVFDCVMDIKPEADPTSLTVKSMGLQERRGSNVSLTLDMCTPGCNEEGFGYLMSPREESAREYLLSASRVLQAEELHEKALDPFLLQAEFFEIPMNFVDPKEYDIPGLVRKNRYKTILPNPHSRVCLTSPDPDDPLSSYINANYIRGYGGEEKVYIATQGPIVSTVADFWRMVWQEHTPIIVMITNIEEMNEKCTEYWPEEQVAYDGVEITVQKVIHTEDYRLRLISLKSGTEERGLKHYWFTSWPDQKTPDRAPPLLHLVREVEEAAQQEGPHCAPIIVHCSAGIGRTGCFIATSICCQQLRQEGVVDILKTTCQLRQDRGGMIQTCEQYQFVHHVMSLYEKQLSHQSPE
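Test system: STEP tyrosine phosphatase / Reagent: OMFP at 25 µM / Doses: 20 µM, 1% DMSO / Read-out: percent inhibition scaled to no-enzyme and uninhibited-enzyme controls, plate-pattern corrected / Detection: FITC-channel fluorescence of OMFP product / Medium: Bis-Tris buffer pH 6.0, 2.5 mM DTT, 0.005% Tween 20 / Schedule: 20 min at room temperature, dark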
Numbers without * were called inactive; i = inactive; x = no result given.

SMILES	DNMT1 inh	SUMO1-SIM PPI	CSN inh	Rpn11 block	Tb MetRS inh	MsrA inh	LMPTP inh	NadD block	Scp1 inh	STEP block
CCCCN(C(=O)COC(=O)c1ccccc1)c1c(N)n(CCC)c(=O)[nH]c1=O	-6	2	3	i	-0.1	0.5	1.9	1	-7	2
O=C(c1cnn(C(=O)c2ccccc2)c1)c1ccccc1O	7	-3	5	i	-0.7	-0.6	-0.2	1	-10	2
Cc1cc(C)cc(C(=O)NC(=S)Nc2ccc(-c3cc4ccccc4oc3=O)cc2)c1	32	-11	-5	i	0.3	-0.5	1.3	13	-11	0
CC(C)(O)[C@@H]1CC(=O)[C@]2(C)[C@H](CC[C@@]3(C)[C@H](c4ccoc4)OC(=O)[C@H]4O[C@]432)[C@@]1(C)/C=C\C(=O)O	4	1	5	i	-0.2	-0.8	0.1	-6	-2	4
O=C(NCCN1CCOCC1)c1ccccc1-c1ccccc1	0	0	3	i	-0.7	-0.2	0.4	1	5	-3
S=c1[nH]cc(Oc2ccc(Cl)cc2Cl)c(=S)[nH]1	2	-2	3	i	-0.2	0.8	-1.7	1	-10	1
COCCNC(=O)c1ccccc1NC(=O)CN(c1ccc2c(c1)OCO2)S(C)(=O)=O	5	-2	-1	i	-1.4	-0.6	-0.9	5	3	-2
O=C(NCC1CCCO1)c1cccc(NS(=O)(=O)c2ccccc2)c1 (configuration not stated)	1	-2	11	i	0.0	-0.5	0.4	1	-2	2
CN(Cc1ccc(Cl)cc1)C(=O)c1[nH]c(C(F)(F)F)nc1-c1ccccc1	-1	10	1	i	-0.4	-0.6	-2.4	0	x	0
NS(=O)(=O)c1ccc(NC(=O)COC(=O)c2cn(-c3ccccc3)nc2-c2ccc(F)cc2)cc1	8	3	-8	i	-0.3	1.0	-0.1	13	-5	-1
N#Cc1ccccc1NC(=S)Nc1ccc(F)cc1	0	0	-6	i	-0.2	1.4	0.7	-3	2	-2
C=CCN1C(=O)C(CC(=O)O)SC1=Nc1ccc(N=Nc2ccccc2)cc1 (configuration not stated)	3	-27	-2	i	-1.3	4.2	-1.0	1	-3	2
COC(=O)/C(N=Nc1c(C)n(C)n(-c2ccccc2)c1=O)=C(\C)O	1	-17	-1	i	0.1	2.9	1.2	-1	-3	3
COc1ccccc1C(=O)NC(=S)Nc1ccc(NC(=O)c2ccco2)cc1	-9	-3	2	i	-0.6	99*	1.2	-7	-10	0
Cc1cccc(CNC(=O)C2CCC(=O)N(C3CCCCCC3)C2)c1 (configuration not stated)	-1	1	4	i	0.3	0.1	-1.0	0	1	2
CCOC(=O)[C@H]1[C@H]2COc3ccc(C)cc3[C@@H]2N2C(=O)c3ccc(C)cc3NC(=O)[C@@]12C	1	-3	-3	i	-0.3	-1.3	-0.2	-8	-9	0
Cc1nc2ccccc2c(=O)n1/N=C/c1cc(Br)ccc1O	0	3	3	i	0.6	0.6	1.1	-2	-9	-2
COc1cc(Br)c(Br)c(Br)c1N	-3	11	0	i	-0.4	-0.5	1.7	-8	-7	-4
CC1(C)C(=O)Nc2ccccc2N1C(=O)COC(=O)Cc1ccc(Cl)c(Cl)c1	4	-1	0	i	-0.3	0.7	2.3	-1	8	-1
CC1CCN(C(=O)C2CCCN(c3ncnc4c3nc3n4CCCCC3)C2)CC1 (configuration not stated)	-3	5	2	i	-0.3	0.1	-0.1	-3	1	3
CCn1c(/C=C/c2ccc(O)cc2)nc2ccccc2c1=O	-5	-15	-2	i	1.2	5.3*	0.0	1	-7	0
Cc1ccccc1C(=O)NC(=S)Nc1ccc(N2CCOCC2)cc1	-1	-2	2	i	0.4	0.4	0.5	-1	-10	0
Cc1nc2ccccn2c1-c1ccnc(=S)[nH]1	4	-16	4	i	0.6	2.6	-1.7	-4	-3	3
CCN(CC)C(=O)CC(c1cc(OC)c(OC)c(OC)c1)c1c(OC)cc(OC)c2c(-c3ccccc3)cc(=O)oc12 (configuration not stated)	84*	-6	34	i	-0.3	-0.6	18	0	71*	3
c1ccc(COc2ccc(-c3cc4nc(NCCN5CCOCC5)ccn4n3)cc2)cc1	-25	-2	5	i	-0.1	0.4	-4.8	-6	x	2
Cc1ccc(CN2C(=O)CCC2C(=O)NCCN2CCOCC2)cc1 (configuration not stated)	4	-5	-1	i	-0.1	0.8	-0.2	-2	-11	12
COC(=O)c1c[nH]n2c(=O)cc(C)nc12	0	1	0	i	-0.8	-0.9	-1.8	-4	-6	-4
CCc1sc(NS(C)(=O)=O)nc1-c1ccccc1	1	0	6	i	-0.6	-0.1	-0.5	5	-10	2
COc1cccc(C(=O)NC(=S)Nc2ccc3c4c(cccc24)CC3)c1	-5	-1	9	i	-1.2	1.5	0.2	0	-12	-1
CCOc1ccc2nc(-c3ccccc3)[nH]c2c1	-1	-1	3	i	-0.7	1.1	-1.1	-4	-8	2
Cc1ccc(C)c(N2CCN(C(=O)CCCn3c(=O)c4cccn4c4cccnc43)CC2)c1	0	5	5	i	-0.7	0.7	0.8	0	-1	4
CC1=C(C(=O)N(C(C)C)C(C)C)CC(CC(=O)NCc2cccc3ccccc23)C(=O)N1Cc1ccccc1 (configuration not stated)	-8	0	-1	i	-1.4	2.7	2.0	-8	x	5
Cc1cccnc1C(NC(=O)C1CCN(CCCOc2ccc(F)cc2)CC1)c1ccccc1 (configuration not stated)	5	3	1	i	0.2	0.1	-1.8	-9	x	1
CC(C)c1ccc(OCC(=O)N2CCCCCC2)c(Br)c1	2	3	-5	i	0.8	-0.1	0.1	-1	-7	-1
O=C1CCC[C@@H]2Cc3nc4cc5c(cc4cc3[C@@H]3CCN1[C@H]23)OCO5	4	-1	-6	i	-0.4	1.8	-1.2	1	-6	-2
Cc1cc(NC(=O)c2cnn3c(C(F)F)cc(C4CC4)nc23)no1	-3	-3	1	i	-1.8	0.9	0.0	2	-1	1
CCCCNC(=O)CCn1c(=O)c2ccccc2n(CC(=O)NCCc2ccc(OC)c(OC)c2)c1=O	1	-3	-1	i	-0.6	0.4	-0.2	-2	2	1
Cn1c(N)c(C(=O)CSc2nnc(-c3c[nH]c4ccccc34)n2C2CC2)c(=O)[nH]c1=O	4	17	35*	i	-0.1	0.2	14	12	41	12
O=C(Nc1ccccc1)NC1(C(=O)NCc2ccc3c(c2)OCO3)CCCCC1	5	-2	1	i	0.6	1.8	0.2	-1	-7	-1
CCN(CC)CCOc1ccc2c(c1)C(=NNC(=O)c1ccccn1)c1cc(OCCN(CC)CC)ccc1-2	-85	14	13	i	-0.1	0.4	6.8	-4	-4	6

Compound profiles, as listed above. Values in the order: DNMT1 inh | SUMO1-SIM PPI | CSN inh | Rpn11 block | Tb MetRS inh | MsrA inh | LMPTP inh | NadD block | Scp1 inh | STEP block
Profile of Cc1cccnc1C(NC(=O)C1CCN(CCCOc2ccc(F)cc2)CC1)c1ccccc1 (configuration not stated) : 5 | 3 | 1 | i | 0.2 | 0.1 | -1.8 | -9 | x | 1
Profile of O=C(Nc1ccccc1)NC1(C(=O)NCc2ccc3c(c2)OCO3)CCCCC1 : 5 | -2 | 1 | i | 0.6 | 1.8 | 0.2 | -1 | -7 | -1
Profile of Cc1cc(NC(=O)c2cnn3c(C(F)F)cc(C4CC4)nc23)no1 : -3 | -3 | 1 | i | -1.8 | 0.9 | 0.0 | 2 | -1 | 1
Profile of O=C1CCC[C@@H]2Cc3nc4cc5c(cc4cc3[C@@H]3CCN1[C@H]23)OCO5 : 4 | -1 | -6 | i | -0.4 | 1.8 | -1.2 | 1 | -6 | -2
Profile of CC1=C(C(=O)N(C(C)C)C(C)C)CC(CC(=O)NCc2cccc3ccccc23)C(=O)N1Cc1ccccc1 (configuration not stated) : -8 | 0 | -1 | i | -1.4 | 2.7 | 2.0 | -8 | x | 5

Other structures.
SMILES	DNMT1 inh	SUMO1-SIM PPI	CSN inh	Rpn11 block	Tb MetRS inh	MsrA inh	LMPTP inh	NadD block	Scp1 inh	STEP block
CCOc1ccccc1NC(=O)CSCC(=O)Nc1ccccc1	-1	-1	2	i	-0.4	-0.6	-1.5	-6	-6	4
CN1CCN(C(=S)Nc2cccc(Cl)c2)CC1	6	2	-3	i	-0.8	-0.7	-3.1	-2	-1	6
CCCc1cc(=O)oc2c(CN(CC)CC)c(O)c(Cl)cc12	0	-8	-2	i	-1.2	2.5	-0.6	-3	-13	3
Cc1ccc(NC(=O)c2ccc(CSc3nnc(C)s3)cc2)cc1	-3	-3	-3	i	-0.1	0.1	0.7	-4	-10	-6
Cc1nc(Cc2nnc(SCC(=O)Nc3c(C)cccc3C)o2)cs1	7	8	2	i	-0.6	-0.5	-0.6	-2	13	2
COc1cc(-c2nnc(-c3ccncc3)o2)ccc1OCc1ccccc1	-1	5	3	i	-0.5	0.0	0.4	7	3	4
C#CCNC(=O)C[C@@H]1C[C@@]2(C(=O)OCC)CCC=C2N(Cc2cccc3ccccc23)C1=O	x	6	-3	x	-0.5	0.1	-0.3	-1	x	x
CCOc1ccccc1-n1c(CNc2ccc(F)cc2)nnc1SCC(=O)NCc1ccco1	-5	4	0	i	0.7	0.2	1.7	3	-1	-2
COc1cc(NC(=O)Nc2cccc3cccnc23)cc(OC)c1OC	0	-5	3	i	-0.7	2.3	1.6	1	-5	-2
COc1ccc(/C=N/NC(=O)CCOc2ccccc2C)cc1OC	-2	-7	1	i	-0.9	-0.3	-0.2	-2	-5	-2
COc1ccc([C@H]2/C=C\CN(C(=O)c3ccc(C)cc3)[C@@H](C)C(=O)N2Cc2ccc(F)cc2)cc1	-5	-2	0	i	-0.5	-0.2	0.4	4	-6	1
CC12CCC(C(=O)N(CC(O)CN3CCN(Cc4ccccc4)CC3)C1=O)C2(C)C (configuration not stated)	7	-4	2	i	0.5	-0.5	-3.8	0	-11	0
CN(C)CCCNc1nc2sc3c(c2c(=O)n1CCc1ccccc1)CCCCC3	6	-28	1	i	0.4	-1.6	-1.8	-7	-4	3
CCCCc1c(C)nc2c(OC)cccc2c1SCCC(=O)O	0	-5	-8	i	-0.8	0.8	0.7	-5	2	-2
O=C(Nc1ccc(N2CCN(C(=O)c3ccccc3)CC2)cc1)c1ccc([N+](=O)[O-])o1	15	-32	3	i	-0.2	1.2	3.3	-2	47	0
COc1ccc(CC(=O)O)cc1O	4	-1	1	i	-0.3	0.4	-2.0	0	0	-4
CC(C)CN1CCN(Cc2nc(C(C)C)cs2)CC1CCO (configuration not stated)	3	-1	2	i	-1.5	-0.2	-1.4	-2	2	1
CN(C)CCCNc1c2ccccc2nc2ccccc12	48	-68	0	i	-1.0	0.7	44	-2	-4	2
COc1ccc(Cl)cc1C(=O)CSc1nnnn1C	-3	0	2	i	-0.5	0.0	-1.2	-7	-3	2
